DUSP3 inh: inhibitors of human VHR1 phosphatase (DUSP3); recombinant VHR phosphatase, colorimetric substrate read-out; inhibition, % at 20 µM; hit rate 0.7% among 50,000; AID 1992; in the data active = inhibition above about 60%; note: some results filed as inactive read as strong as hits
Target sequence (P51452 whole entry, looked up): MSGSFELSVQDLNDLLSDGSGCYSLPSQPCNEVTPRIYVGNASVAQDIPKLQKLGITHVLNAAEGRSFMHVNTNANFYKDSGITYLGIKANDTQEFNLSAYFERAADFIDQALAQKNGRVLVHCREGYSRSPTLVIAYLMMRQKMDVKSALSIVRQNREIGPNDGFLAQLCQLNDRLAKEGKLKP
Active calls of the source: *. This is a subset. The share of hits here may be higher or lower than overall.

The first 20 entries, ahead of the listing:
SMILES	DUSP3 inh
Cc1c(NC(=O)CN(c2cccc([N+](=O)[O-])c2)S(=O)(=O)c2ccccc2)c(=O)n(-c2ccccc2)n1C	-10
COc1ccc(NC(=O)CN(c2ccccc2Cl)S(C)(=O)=O)cc1OC	-7
O=C(NC(=S)Nc1ccc2oc(-c3ccc(F)cc3)nc2c1)c1ccc(Cl)cc1	-1
COc1ccc(NC2=CC(c3ccccc3F)N(c3ccc(OC)cc3)C2=O)cc1 (centres undefined)	-6
Cc1ccc(C(=O)Nc2ccc(I)cc2Cl)cc1[N+](=O)[O-]	0
CCOc1ccc(S(=O)(=O)N(CC(=O)N2CCc3ccccc3C2)c2ccc(C)cc2)cc1	1
COC(=O)c1ccc(C(=O)OC)c(NS(=O)(=O)c2ccc(NC(C)=O)cc2)c1	-5
CC1=NN(C(=O)c2cccc(Cl)c2)C(O)(c2cccnc2)C1 (centres undefined)	-1
O=C(NC(=S)Nc1cc(Cl)c(Cl)cc1Cl)c1ccco1	-9
COC(=O)CN1C(=O)/C(=C\c2ccc(Cl)cc2)SC1=S	2
O=C(/C=C/c1cc2c(cc1Br)OCO2)c1cccs1	-5
CCOC(=O)c1cnn(-c2ccccc2)c1NC(=O)c1ccc([N+](=O)[O-])cc1	-12
CCOc1ccc2oc(C)c(C(=O)OC(C)C)c2c1	-8
COc1ccc(/C=N/n2c(C)nnc2C)c(OC)c1	-1
c1ccc(CN2CCC(N3CCN(C4CCC(c5ccccc5)CC4)CC3)CC2)cc1 (centres undefined)	1
C=CCN1C(=O)/C(=C/c2ccccc2Cl)C(=O)NC1=S	-2
CC1(C)CC(=O)C2=C(C1)OC(N)=C(C#N)C2c1ccc([N+](=O)[O-])cc1 (centres undefined)	-1
C/C(=N\NC(=O)c1cc(C2CC2)[nH]n1)c1ccc([N+](=O)[O-])cc1	-8
O=c1cnnc(N/N=C/c2ccccc2[N+](=O)[O-])[nH]1	-13
O=C1S/C(=C/c2ccccc2F)C(=O)N1CNc1cccc(C(F)(F)F)c1	-27

The list itself, from the start:
SMILES	DUSP3 inh
Cc1c(NC(=O)CN(c2cccc([N+](=O)[O-])c2)S(=O)(=O)c2ccccc2)c(=O)n(-c2ccccc2)n1C	-10
COc1ccc(NC(=O)CN(c2ccccc2Cl)S(C)(=O)=O)cc1OC	-7
O=C(NC(=S)Nc1ccc2oc(-c3ccc(F)cc3)nc2c1)c1ccc(Cl)cc1	-1
COc1ccc(NC2=CC(c3ccccc3F)N(c3ccc(OC)cc3)C2=O)cc1 (centres undefined)	-6
Cc1ccc(C(=O)Nc2ccc(I)cc2Cl)cc1[N+](=O)[O-]	0
CCOc1ccc(S(=O)(=O)N(CC(=O)N2CCc3ccccc3C2)c2ccc(C)cc2)cc1	1
COC(=O)c1ccc(C(=O)OC)c(NS(=O)(=O)c2ccc(NC(C)=O)cc2)c1	-5
CC1=NN(C(=O)c2cccc(Cl)c2)C(O)(c2cccnc2)C1 (centres undefined)	-1
O=C(NC(=S)Nc1cc(Cl)c(Cl)cc1Cl)c1ccco1	-9
COC(=O)CN1C(=O)/C(=C\c2ccc(Cl)cc2)SC1=S	2
O=C(/C=C/c1cc2c(cc1Br)OCO2)c1cccs1	-5
CCOC(=O)c1cnn(-c2ccccc2)c1NC(=O)c1ccc([N+](=O)[O-])cc1	-12
CCOc1ccc2oc(C)c(C(=O)OC(C)C)c2c1	-8
COc1ccc(/C=N/n2c(C)nnc2C)c(OC)c1	-1
c1ccc(CN2CCC(N3CCN(C4CCC(c5ccccc5)CC4)CC3)CC2)cc1 (centres undefined)	1
C=CCN1C(=O)/C(=C/c2ccccc2Cl)C(=O)NC1=S	-2
CC1(C)CC(=O)C2=C(C1)OC(N)=C(C#N)C2c1ccc([N+](=O)[O-])cc1 (centres undefined)	-1
C/C(=N\NC(=O)c1cc(C2CC2)[nH]n1)c1ccc([N+](=O)[O-])cc1	-8
O=c1cnnc(N/N=C/c2ccccc2[N+](=O)[O-])[nH]1	-13
O=C1S/C(=C/c2ccccc2F)C(=O)N1CNc1cccc(C(F)(F)F)c1	-27
O=[N+]([O-])c1c(N2CCCC2)ncnc1N1CCCC1	-4
Cc1ccc(-c2nnc(-c3ccc4c(c3)OCO4)o2)cc1C	3
O=C(CSCc1ccc(Br)cc1)Nc1ccc(I)cc1	-20
Cc1c(Cl)cccc1-n1ncnc1-c1ccccc1Cl	-1
CC1(C)CC(=O)C(C(C2=C(O)CC(C)(C)CC2=O)c2ccc(OCc3ccccc3)cc2)C(=O)C1 (centres undefined)	-18
COc1ccccc1N1C(=O)c2ccc(C(=O)Nc3ccc(Br)cc3)cc2C1=O	8
Cc1ccccc1NC(=O)C(=O)NCCN1CCNCC1	9
COc1ccc(S(=O)(=O)Nc2ccc(C)cc2C)cc1Br	4
COc1ccc(OC)c(CN2CCN(C(=O)c3ccc(-c4ccccc4)cc3)CC2)c1	90
COc1cc(C=C2C(=O)NC(=O)NC2=O)ccc1OS(=O)(=O)c1ccc([N+](=O)[O-])cc1	11
Cc1nnc(N/N=C/c2c(O)ccc3ccccc23)n1N	-3
CCOC(=O)C1CCN(C(=O)c2ccc(C#Cc3ccccc3)cc2)CC1	-12
COc1cccc(OCCn2c(=O)c3cc4c(=O)n(CCOc5cccc(OC)c5)c(=O)c4cc3c2=O)c1	-3
CC12c3ccccc3C(C)(c3ccccc31)C1C(=O)NC(=O)C12 (centres undefined)	15
Cc1ccc(Nc2nc(Nc3cccc([N+](=O)[O-])c3)nc(SC(=S)N3CCOCC3)n2)cc1	0
CCCOc1ccc2c(oc(=O)c3ccccc32)c1C	106
NC(=O)NC(c1ccccc1)c1ccccc1	-18
Cc1ccc(NCCCC(=O)N/N=C/c2cccs2)cc1	3
CCOC(=O)c1c(-c2ccc(C(C)C)cc2)csc1N	15
O=C(c1cnn2c(C(F)(F)F)cc(-c3ccco3)nc12)N1CCN(C(c2ccccc2)c2ccccc2)CC1	-30
CCn1c(/N=C/c2ccc(OC)c3cccc(OC)c23)nc2ccccc21	-36
COc1ccc(-n2nc3cc(C)c(NC(=O)c4cc(Cl)c(OC)c(Cl)c4)cc3n2)cc1	8
O=C1c2ccc3c4c(ccc(c24)C(=O)N1/N=C/c1ccco1)CC3	1
Cc1ccc(C(O)(c2ccccc2)c2nc3ccccc3n2C(C)C)cc1 (centres undefined)	59
CCCCOc1ccc(-c2cc(C(=O)O)c3ccccc3n2)cc1	4
CC(C)(C)c1nnc(NC(=O)CSc2ncn[nH]2)s1	-4
COc1ccc(NC(=O)c2ccc(I)cc2)cc1Cl	4
O=C(NCc1cccnc1)C(O)(c1ccccc1)c1ccccc1	-16
O=C1C=CC(=NOC(=O)c2ccccc2Br)C=C1	-25
O=C(NCC1(c2ccccc2)CCOCC1)C1(c2ccccc2)CCOCC1	-16
O=C(CSc1ncccn1)N/N=C/c1ccc(F)cc1	-31
CC(=O)NC1=NC(=O)/C(=C\c2ccc(-c3ccccc3C(=O)O)o2)S1	74
c1ccc(-c2cc(-c3ccccc3)[nH]n2)cc1	12
C(=C\CSc1cccc2cccnc12)/CSc1cccc2cccnc12	-12
CCOc1cc2oc(=O)c(CC)c(C)c2cc1CC	3
COc1ccc(-n2nc3cc(C)c(NC(=O)c4cc(Cl)ccc4OC)cc3n2)cc1	110*
CCOC(=O)C1=C(C)N=c2s/c(=C\c3cccc(O)c3)c(=O)n2C1c1cc(Br)c(OC)cc1OC (centres undefined)	8
CCc1ccccc1NC1=C(Cl)C(=O)N(c2ccc(C)cc2C)C1=O	-9
O=C1OC(c2ccccc2)=C/C1=C/c1ccc2c(c1)OCO2	-22
O=C1CC(c2ccccc2)CC(O)=C1C=Nc1ccc(F)cc1 (centres undefined)	-19

Other structures
SMILES	DUSP3 inh
CCSc1nc2ccccc2n1CCC(=O)O	-15
Cc1cn(C(=O)C(C)N2C(=O)c3ccccc3C2=O)c(C)n1 (centres undefined)	-14
CCCC(=O)N1CCN(c2ccc(C(C)=O)cc2F)CC1	-2
CN(C)c1ccc(/C=C2\SC(=S)N(c3cccc(C(=O)O)c3)C2=O)cc1	63
COC(=O)c1cc(NC(=O)c2c(-c3ccccc3Cl)noc2C)cc(C(=O)OC)c1	-2
Cc1cc(OCC(=O)N2CCN(c3ccccn3)CC2)ccc1Br	7
CCOc1ccc(NC(=O)CC2S/C(=N\N=C(/C)c3cccc(NC(C)=O)c3)NC2=O)cc1 (centres undefined)	0
COc1ccc(/C=C2/C=C(c3ccc(OC)c(OC)c3)OC2=O)cc1OC	-11
CC(=O)Nc1ccc(NC(=O)c2ccc(N3C(=O)c4ccc(C(=O)Nc5ccc(NC(C)=O)cc5)cc4C3=O)cc2)cc1	-18
O=S(=O)(NC(c1cccs1)C(Cl)(Cl)Cl)c1ccc(Cl)cc1 (centres undefined)	-17
Cc1nc2ccccc2n1S(=O)(=O)c1ccc(Cl)cc1Br	-26
Cc1cc(C)nc(/N=C(/N)N2CCCc3ccccc32)n1	15
Cc1ccc(N2C(=O)NC(=O)/C(=C\c3ccsc3)C2=O)cc1	-19
CCc1cccc(C)c1NC(=O)CCOc1ccccc1	-12
C=CCNC(=O)C(=O)Nc1cc(OC)ccc1OC	-9
CCN(CC)CCOc1c(Cl)cccc1Cl	-35
CC(C)N1C(=O)/C(=C/C=C/c2ccc([N+](=O)[O-])cc2)SC1=S	-11
Cc1ccc(CNC(=O)CN(Cc2ccccc2)S(=O)(=O)c2ccc(C)cc2)cc1	-10
COc1ccc(-n2c(SCC(=O)c3ccccc3)nc3sc4c(c3c2=O)CCC4)cc1	-14
CC(=O)CC1(O)C(=O)Nc2ccc(Br)cc21 (centres undefined)	-15
COc1cc(Br)c(/C=C2\C(=O)N(c3cccc(C(=O)O)c3)N=C2C)cc1OC	30
COC(=O)CSc1nc2sc3c(c2c(=O)n1-c1ccccc1)CC(C)(C)OC3	2
O=C(CSc1nnnn1-c1ccccc1)Nc1cccc([N+](=O)[O-])c1	9
COc1ccc(/C=C2\C(=O)NC(=O)N(c3ccc(C)c(C)c3)C2=O)cc1Br	-6
O=C(O)CSc1nnc2c(n1)[nH]c1ccccc12	5
COC(=O)c1ccc(NC(=O)CCC2CCCCC2)cc1	-16
Cc1nn(C(=O)CCN2C(=O)c3ccccc3C2=O)c(C)c1Br	-5
O=[N+]([O-])c1ccccc1-c1nc(-c2ccco2)c(-c2ccco2)[nH]1	82
O=C1C2C3C=CC(C4CC34)C2C(=O)N1C12CC3CC(CC(C3)C1)C2 (centres undefined)	-6
Cn1c(/C=C/c2cn(C)c3ccccc23)nc2ccccc2c1=O	0
CCOc1ccc(N(CC(=O)NCC(C)C)S(=O)(=O)c2ccc(SC)cc2)cc1	-23
O=C(Nc1ccc(Cl)cc1Cl)c1nc2nc(-c3ccccc3)cc(C(F)(F)F)n2n1	3
Cc1cccc(C)c1OCC(O)CNC(C)(C)C (centres undefined)	-13
CCCNC(=O)C(=O)NCCc1ccc(OC)c(OC)c1	-9
FC(F)(F)c1cccc(Nc2nc(-c3ccncc3)nc3ccccc23)c1	-25
Cc1ccc(N2NC(=O)/C(=C/c3ccc(O)c([N+](=O)[O-])c3)C2=O)cc1	68
CC(/C=C/c1ccc(N(C)C)cc1)=N\N=C(/N)SC1CC(=O)N(c2ccc(F)cc2)C1=O (centres undefined)	10
O=C(COc1ccc(Br)cc1)NC1CCCCC1	-5
O=C(CN1CCOCC1)Nc1ccc(Br)cc1C(=O)c1ccccc1Cl	-12
O=C(CCNc1ccc(Cl)cc1)c1cccs1	-5
Clc1ccc(-n2ncnc2-c2cccc(Br)c2)cc1	-3
Cc1ccccc1-c1ncnn1-c1cccc(Cl)c1C	0
O=C(NNS(=O)(=O)c1cccc([N+](=O)[O-])c1)c1ccccc1O	-19
CCc1ccccc1NC(=O)C(CC)c1ccccc1 (centres undefined)	-3
C=CCSc1nnc(-c2ccc(Br)cc2)o1	-1
C(=C\c1nc2ccccc2nc1/C=C/c1ccccc1)/c1ccccc1	-18
CCOc1ccc(NC(=S)NC(NC(=O)CC(C)C)C(Cl)(Cl)Cl)cc1 (centres undefined)	-33
COc1cc(C2NC(=O)NC(C)=C2C(=O)OCCc2ccccc2)cc(Cl)c1O (centres undefined)	4
O=C(O)CCN1C(=O)/C(=C/c2cn(-c3ccccc3)nc2-c2cccs2)SC1=S	32
Cc1ccc(CC2C(=O)N(c3ccc([N+](=O)[O-])cc3)C(=O)C2C)cc1 (centres undefined)	4
CCc1ccc(C(C)NC(=O)Cc2ccccc2)cc1 (centres undefined)	-12
CCCc1c(C)nc2ccc(C)cc2c1SCC(=O)O	-2
CCc1ccc2c(c1)C1(NN=C(c3ccccc3)S1)C(=O)N2 (centres undefined)	-8
COc1ccc(OC)c(/C=C2\C(=O)N(c3ccc(S(N)(=O)=O)cc3)N=C2C)c1	7
CC(C)(C)N1C(=O)c2ccc(C(=O)Nc3cccc(O)c3)cc2C1=O	-16
COc1ccc(CSc2nnc(SCc3ccc(OC)cc3)s2)cc1	-1
Cc1nn(-c2ccccc2)c2c1C(O)n1c(nc3ccccc31)S2 (centres undefined)	106
CCOc1ccc(C(=O)Nc2ccc(OC(F)(F)F)cc2)cc1Cl	2
O=C(COc1ccccc1)Nc1ccc(-c2nc3ccccc3s2)c(O)c1	-1
O=C(CSc1nc2ccc(N3C(=O)c4ccccc4C3=O)cc2s1)Nc1ccc([N+](=O)[O-])cc1	37

Next part:
SMILES	DUSP3 inh
Cc1ccccc1C(=O)NNC(=O)c1ccc([N+](=O)[O-])cc1	-32
Cc1ccccc1NCC(=O)N/N=C\c1cc([N+](=O)[O-])cc(Br)c1O	32
COc1ccc(CC(=O)Nc2ccccc2Br)cc1OC	0
CC1(C)Cc2ccccc2/C(=C(\C#N)C(=O)Nc2ccccc2)N1	-14
COCCCNC(=O)c1cccc([N+](=O)[O-])c1C	-12
CCCCCOC(=O)C1=C(C)NC(=S)NC1c1ccccc1 (centres undefined)	-11
Fc1c(F)c(F)c(-c2c(F)c(F)c(N3CCOCC3)c(F)c2F)c(F)c1F	-6
COc1ccc(CC(=O)Nc2sc3c(c2C(=O)Nc2ccccc2C)CCCCC3)cc1	4
O=C(c1ccccc1)c1cc(Cl)ccc1NC(=O)c1cc2ccccc2oc1=O	33
CC(C)(C)NCC(O)COc1ccc(Cl)cc1 (centres undefined)	-8
CCCOc1ccc(N2C(=O)CC(N3CCN(C)CC3)C2=O)cc1 (centres undefined)	-2
O=C(N/N=C\c1ccc(N2CCCC2)c([N+](=O)[O-])c1)c1ccccn1	4
NC1=NC(=O)/C(=C/c2ccc(OCc3cccc4ccccc34)cc2)S1	2
NS(=O)(=O)c1ccc(NC(=O)c2ccccc2I)cc1	-38

Bioassay records deposited in PubChem BioAssay by Sanford-Burnham Center for Chemical Genomics.
